PHOSPHO1 block: PHOSPHO1 (human) inhibition; actives 1.1% (n = 290,000); Q8TCT1; inhibition, % at 13.3 µM; recombinant PHOSPHO1, absorbance phosphatase assay; in the data active means inhibition above about 60%
CRFBP-R2 agonist: CRF-BP/CRF-R2 complex agonism; HEK293 CRF-R2/CRF-BP, calcium dye fluorescence (FLIPR); percent of saturating CRF peptide response; activation, % at 13.2 µM; actives 0.46% (n = 350,000); AID 588473;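 active means activation of at least 50%, plus an integration ratio under a set limit after plate pattern correction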;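 further: plate controls were neutral control wells without compound for no effect and CRF at EC100 for full effect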
p-CIP stab down: lowers stability of the mouse p/CIP coactivator protein; Q05BA5; F442A p/CIP-EGFP cells, EGFP fluorescence, 16 h; decrease of EGFP signal, % at 10 µM; actives 0.01% (n = 290,000); AID 1984;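 active means EGFP signal decrease of at least 30% at 10 µM or well 3 SD below plate mean, unless failing retest; inactive means the rest, including hits failing retest or dose response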; further: some compounds called inactive have numbers as strong as hits; many of its hits are not listed in these tables
GalR3 antagonist: antagonists of human GalR3; O60755; HEK293 GalR3-CNG cAMP membrane potential fluorescence; galR3 body fused to GalR1 C-terminus; inhibition, % at 3 µM; actives 0.44% (n = 360,000);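 active means inhibition above the screen-wide average plus 3 SD, cut at about 13% in these data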;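 further: forskolin and galanin both at EC90 stimulate the cells; cAMP rise reported by CNG channel membrane potential dye signal; 0% = forskolin plus galanin with DMSO and 100% = forskolin alone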
Target sequence (O60755 1-299 limits assumed): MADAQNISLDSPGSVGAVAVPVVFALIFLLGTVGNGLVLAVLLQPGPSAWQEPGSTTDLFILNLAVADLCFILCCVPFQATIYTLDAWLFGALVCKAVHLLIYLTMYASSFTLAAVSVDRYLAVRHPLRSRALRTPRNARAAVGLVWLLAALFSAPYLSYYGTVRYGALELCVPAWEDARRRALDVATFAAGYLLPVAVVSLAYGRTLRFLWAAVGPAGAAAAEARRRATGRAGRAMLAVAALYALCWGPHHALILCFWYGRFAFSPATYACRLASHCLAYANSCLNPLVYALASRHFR
M4 PAM: potentiates acetylcholine response at human M4 receptor. activation, % at 3 µM. P08173. actives 0.4% (n = 360,000). CHO-K1 hM4/Gqi5, Fluo-8 calcium fluorescence, ACh EC20; 0% = ACh EC20, 100% = maximal ACh;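 active means activation above its plate's cutoff, the mean activation of sample wells plus 3 SD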; further: some results filed as inactive read as strong as hits
Target sequence (P08173 whole entry, looked up): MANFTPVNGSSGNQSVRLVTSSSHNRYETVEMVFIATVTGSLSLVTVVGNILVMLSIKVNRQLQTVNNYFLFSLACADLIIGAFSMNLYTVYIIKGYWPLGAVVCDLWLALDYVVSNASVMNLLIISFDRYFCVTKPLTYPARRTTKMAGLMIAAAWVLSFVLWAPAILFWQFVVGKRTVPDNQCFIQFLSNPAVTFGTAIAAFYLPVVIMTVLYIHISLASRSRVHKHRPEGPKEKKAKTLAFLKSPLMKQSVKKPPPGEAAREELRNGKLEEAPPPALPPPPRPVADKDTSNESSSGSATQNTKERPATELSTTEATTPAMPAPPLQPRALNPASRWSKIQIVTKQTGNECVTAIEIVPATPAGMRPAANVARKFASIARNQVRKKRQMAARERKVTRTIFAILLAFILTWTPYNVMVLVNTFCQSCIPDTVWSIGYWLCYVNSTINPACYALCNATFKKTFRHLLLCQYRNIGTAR
IDE inh: inhibits human insulin-degrading enzyme in HEK cells; FAbetaB cleavage, fluorescence polarization; inhibition, % at 5.59 µM; actives 0.41% (n = 320,000);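 active means percent inhibition above the average of all tested compounds plus 3 SD, set per screening campaign, cut at about 16% in these data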;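 further: IDE supplied by intact live HEK cells; FP after avidin binding of uncleaved biotin substrate so inhibition keeps polarization high; 0% = DMSO wells and 100% = 60 µM reference IDE inhibitor Ii1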
CRFR2-BP antag: blocks CRF-induced signaling of the CRF-BP/CRF-R2 complex; HEK293 CRF-R2/CRF-BP, CRF-induced calcium fluorescence; inhibition, % at 11.8 µM; actives 0.59% (n = 350,000); AID 588475;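 active means inhibition of the ligand-induced calcium signal above about 50% at the single tested concentration, limit read from the data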
IDE act: activators of human insulin-degrading enzyme in cells; activation, % at 5.96 µM; AID 493087; HEK cells, FAbeta-B cleavage, fluorescence polarization; 0% vehicle, 100% cell-free pure enzyme wells; P14735; actives 0.073% (n = 340,000);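 active means activation above the mean of all tested compounds plus 3 SD, set per screening campaign, cut at about 17% in these data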
MEKK3 PB1 HTS: raises or lowers MEK5 binding to the human MEKK3 PB1 domain; binding response (% of control), % at 10 µM; Q99759; actives 1.4% (n = 290,000); bead-based flow cytometry, Alexa488-MEK5 binding to MEKK3; actives lie on both sides; 0 = blocked by unlabeled MEK5, 100 = vehicle; AID 1529;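 active means binding response more than 3 SD above or below the average of its plate-row segment, actives on both sides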;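 further: Alexa488 bead fluorescence after subtracting the streptavidin-only scavenger bead signal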
The depositor's hits bear a star; / = not tested or not shown.

mol,IDE inh,M4 PAM,IDE act,GalR3 antagonist,CRFR2-BP antag,p-CIP stab down,MEKK3 PB1 HTS,PHOSPHO1 block,CRFBP-R2 agonist
Cc1nc(C(=O)NCCC(C)C)sc1C1(C)CC(c2ccccc2)=NO1 (stereo unspecified),-1,-1,2,-5,-8,-8,85,0,2.6
Cc1ccc(-n2nc(C)c(=O)c(-c3ccccc3)c2NC(=O)c2cccs2)cc1,7,16,1,-4,1,5,103,56,-1.1
O=C(Nc1ccc(F)cc1)c1ccc(CSc2ccc(Cl)cc2)o1,6,-6,4,-2,12,-12,103,43,0.3
Cc1ccc(CSCCNS(=O)(=O)c2ccc([N+](=O)[O-])cc2)cc1,-3,-7,9,-4,16,-2,104,38,0.6
CC(C)c1ccc(NC(=O)CCCC(=O)NCCc2ccccc2)cc1,5,-2,4,-3,7,6,105,14,-1.9
O=C(c1ccc(Br)s1)N1CCc2ccccc2C1,2,3,1,-6,-11,-9,101,22,0.1
Cc1c(N/C=C/C(=O)C(F)(F)F)c(=O)n(-c2ccccc2)n1C,2,-3,1,-6,5,9,105,-19,-0.4
O=C(NC1CCCCCC1)C(=S)NC1CCCCC1,-3,5,6,1,-13,12,98,37,6.6
Cc1ccc(N=Nc2ccc3ccccc3c2O)cc1,-3,-1,4,-1,-1,-5,100,3,-0.1
Cc1ccc(S(=O)(=O)N2CCN(C(=O)COC(=O)COc3ccccc3)CC2)cc1,0,-6,1,-2,-3,1,104,3,-2.2
CC12C(=O)N(NC(=O)c3ccncc3)C(=O)C1C1C=CC2C1 (stereo unspecified),-6,-7,1,-7,4,4,100,1,-1.2
CCNC(=S)NNC(=O)c1cccs1,-2,-3,3,0,-1,-10,101,12,-0.8
Cc1nc(CS(=O)(=O)c2ccc(Cl)cc2)cc(Sc2ccc(Cl)cc2)n1,3,0,-1,-6,-6,-18,102,45,1.9
O=C(CCCCl)NC(=S)Nc1cc(C(F)(F)F)ccc1N1CCOCC1,0,-8,5,-3,-26,6,102,-2,-0.7
COc1ccc(N=C2SCC(=O)N2Cc2ccccc2)cc1,-1,-11,0,-1,41,3,106,-8,0.6
CCn1c(-c2ccc([N+](=O)[O-])cc2)n[nH]c1=S,0,-7,3,-7,4,-7,91,40,-0.7
O=C(CCSc1nc(-c2ccco2)cc(C(F)(F)F)n1)N1CCN(c2ccccn2)CC1,6,2,6,2,-18,-14,97,-7,0.7
C#CCOCCOCCOCCNc1nc(N2CCN(C(=O)[C@H]([C@@H](C)CC)n3cc(CCCN=C(N)N)nn3)CC2)nc(N2CCN(C(=O)[C@H](CCCCN)n3cc(CC(C)O)nn3)CC2)n1 (stereo partly specified),0,0,-1,-7,8,/,/,/,-1.2
CC(=O)N1CCN(CCN=CC2=C(O)CC(c3ccco3)CC2=O)CC1 (stereo unspecified),2,6,6,-4,1,1,99,-10,-1.1
Cc1ccc(C(=O)NCCN2CCOCC2)cc1S(=O)(=O)N1CCCCC1,/,0,1,-5,-10,-4,103,-11,0.8
O=C(COC(=O)c1ccc(O)cc1O)NC1CC1,-2,-4,-4,-4,-1,/,/,/,-1.5
O=C1Nc2cc(C(=O)NCCN3CCCCCC3)ccc2S/C1=C/c1ccccc1F,/,-2,/,-8,-16,/,/,/,5.2
Cc1cc(S(=O)(=O)NC2CCCCC2)c(C)s1,-4,-3,-3,1,-18,-19,102,24,-1.8
O=C(N/N=C/c1ccc(Sc2nc3ccccc3s2)c([N+](=O)[O-])c1)c1ccccn1,0,-6,2,-5,-6,-6,88,41,0.9
COC(=O)c1ccccc1NC(=O)CSc1nc(O)c(-c2ccccc2)c(=O)[nH]1,5,3,-6,-6,6,-19,100,25,0.4

Quoted at random: two entries already listed.
mol,IDE inh,M4 PAM,IDE act,GalR3 antagonist,CRFR2-BP antag,p-CIP stab down,MEKK3 PB1 HTS,PHOSPHO1 block,CRFBP-R2 agonist
CC(C)c1ccc(NC(=O)CCCC(=O)NCCc2ccccc2)cc1,5,-2,4,-3,7,6,105,14,-1.9
O=C(N/N=C/c1ccc(Sc2nc3ccccc3s2)c([N+](=O)[O-])c1)c1ccccn1,0,-6,2,-5,-6,-6,88,41,0.9

The results go on:
mol,IDE inh,M4 PAM,IDE act,GalR3 antagonist,CRFR2-BP antag,p-CIP stab down,MEKK3 PB1 HTS,PHOSPHO1 block,CRFBP-R2 agonist
COc1ccc(N2CCN(C(=O)c3cc(=O)[nH]c4ccccc34)CC2)cc1,-2,-3,0,0,3,8,92,24,0.1
C/C(=N/NC(=O)c1ccc(Cl)s1)c1ccc(NC(=O)COc2ccc(Cl)cc2)cc1,-3,5,-6,0,-7,-3,98,3,-1.6
O=C(CCn1c(=O)oc2ccccc21)NCCC1=CCCCC1,0,5,1,3,3,-2,102,37,-2.1
COc1cccc(NC(=S)N(Cc2cccc(Br)c2)CC2CCC(C(=O)O)CC2)c1 (stereo unspecified),5,-6,4,-7,7,16,95,-13,-2.2
COc1ccc2[nH]c3c(c2c1)CCN1C(=O)N([C@@H](C)C(=O)NC2CCCC2)C(=O)[C@]31C,6,4,3,-5,-9,-6,97,29,3.9
O=c1cc(N2CCc3ccccc3C2)[nH]c(=O)n1-c1ccc(Cl)cc1,10,5,-2,-5,3,-8,102,30,-4.8
COc1ccc2c(c1)CCc1c(C(=O)NCc3ccco3)noc1-2,1,7,6,/,-15,4,104,16,-0.6
Cc1cccc(NC(=O)Nc2ccc(Cl)cc2)n1,0,0,3,-9,-10,-3,96,18,0.2
CC1CCN(c2ccc3c(c2)S(=O)(=O)c2cccc(C(=O)NCc4ccc(F)cc4)c2C3=O)CC1,6,5,-7,-2,-34,/,/,/,85*
O=C(CN1CCN(Cc2ccccc2Cl)C1=O)NC1CCCCCC1,6,17,3,-6,12,0,105,6,-2.7
O=C(Nc1cccc2ccccc12)NC1CC1,/,2,/,-3,3,/,/,/,-0.9
CC(NC(=O)c1ccc(S(=O)(=O)N(C)C)cc1)c1ccccc1 (stereo unspecified),3,1,1,-1,5,-9,104,0,-0.6
C=CCn1c(COc2cccc(C)c2)nnc1SCC(=O)c1c(N)n(C)c(=O)n(C)c1=O,/,-10,4,9,3,/,/,/,-1.5
CCCCn1c(N)c(N(CCOC)C(=O)COC(=O)CCOc2ccccc2C)c(=O)[nH]c1=O,2,5,-1,-5,8,/,/,/,-1.1
C1CCc2c(c(N3CCOCC3)nc3sc4c(N5CCOCC5)nnnc4c23)C1,/,-2,-5,-3,17,/,/,/,-1.4
COc1ccc(NS(=O)(=O)c2cccc(Cl)c2Cl)cc1S(=O)(=O)N1CCCCC1,0,2,6,-4,5,4,99,4,-1.1
COc1cc(OC)cc(C(=O)N[C@H](C(=O)OCC(=O)NC(=O)NC(C)(C)C)C(C)C)c1,2,-7,6,-4,-43,8,98,32,-0.1
O=C1CC(c2ccc(S(=O)(=O)N3CCN(c4ccccc4)CC3)cc2)CN1 (stereo unspecified),-2,0,3,-7,1,-6,101,6,0.4
O=S(=O)(c1cc(Cl)cc(Cl)c1)N1CCCC1c1nc2ccccc2s1 (stereo unspecified),7,-7,1,-4,7,9,105,2,-0.3
COC(=O)CN(C#N)c1nc(NC(C)C)nc(NC(C)C)n1,-1,6,-5,-6,-24,-6,106,-6,0.2
COCCCNC(=O)CSc1nc2ccccc2c(=O)n1Cc1ccc2c(c1)OCO2,-2,8,-3,2,1,0,107,-5,-1.0
Cc1ccc(O)c(C(=O)CC(=O)c2ccc(C(C)(C)C)cc2)c1,0,-2,9,0,9,8,104,-18,-2.1
CC(C)(C)c1ccc(/C=C(\C#N)C(=O)Nc2ccccn2)cc1,0,4,1,-8,-57,-3,106,29,-1.6
Cc1cc(C)cc(NC(=O)Cn2ncn3c(cc4ccccc43)c2=O)c1,-4,10,2,-1,5,5,99,3,1.0
Cc1[nH]c2ccccc2c1SCc1n[nH]c(=S)n1C,0,-9,3,0,-14,-5,102,-164,-2.0
COc1ccc(/C=C2\SC(=S)N(CCC(=O)N3CCCCC3)C2=O)cc1,6,-1,-1,-11,-10,15,101,15,-0.3
CN(C)c1ccc(/C=N/NC(=S)NCc2ccco2)cc1,4,-1,5,-1,10,-9,98,4,-3.9
OCC1(Cc2ccccc2)CCCN(Cc2ccc3c(c2)OCCO3)C1 (stereo unspecified),7,-9,2,-3,-10,-5,101,6,-0.6
COC(=O)c1ccc(Oc2ccc(S(=O)(=O)N3CCCCC3)cc2N)cc1,1,-10,0,-11,5,-19,107,33,3.7
CCCCc1nnc(NC(=O)CN2C(=O)c3ccccc3C2=O)s1,-4,2,5,-5,-12,-12,100,-94,-0.3
Cc1noc(C)c1C(=O)OCC(=O)N(C)C1CCS(=O)(=O)C1 (stereo unspecified),0,5,0,-4,-13,3,98,28,0.1
O=C(Nc1cc(Cl)ccc1-n1cncn1)c1cn2ccccc2n1,-1,-5,6,-6,-6,/,/,/,0.6
Cc1cc(S(=O)(=O)N2CCC(N3CCCCC3)CC2)ccc1-n1cnnn1,-2,-4,3,-9,16,-9,96,10,-0.8
C[C@H](C(O)c1ccccc1)N(C)C(=O)CN (stereo partly specified),-6,9,-2,-3,-3,-13,103,4,0.7
Cc1ccc(-n2c(C)cc(/C=N/NC(=O)CC3(C)OCCO3)c2C)cc1,7,-8,-1,-4,13,-11,97,1,0.2
CC(C)SCc1cc(N2CCCC2)nc(-c2ccccc2)n1,-2,4,2,-3,-4,-10,100,41,-1.9
Cc1cc(Oc2nnnn2-c2ccccc2)ccc1Cl,0,4,0,-5,-4,-4,97,-5,0.4
O=C(Nc1cccc(-c2ccc3nncn3n2)c1)C(F)(F)F,6,1,6,1,2,-6,99,26,-0.4
O=c1c2c([nH]n1-c1ccccc1)CCCC2,1,2,4,-4,1,-9,100,50,-0.7
CC(=O)Nc1cccc(-c2csc(Nc3cccc(C)n3)n2)c1,-4,5,3,-9,-49,-5,92,24,0.4

Screening data from PubChem BioAssay.
